GPR7 antagonist: human neuropeptides B/W receptor 1 antagonism; P48145; GPR7-expressing cells, fluorescence antagonist assay; inhibition, % at 4.4 µM; actives 1.1% (n = 290,000); AID 1861; in the data active = inhibition above about 16%, passing the limit was not always enough;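 note: cells stimulated with the agonist NPW; 0% = agonist with vehicle and 100% = vehicle without agonist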
Target sequence (P48145 whole entry, looked up): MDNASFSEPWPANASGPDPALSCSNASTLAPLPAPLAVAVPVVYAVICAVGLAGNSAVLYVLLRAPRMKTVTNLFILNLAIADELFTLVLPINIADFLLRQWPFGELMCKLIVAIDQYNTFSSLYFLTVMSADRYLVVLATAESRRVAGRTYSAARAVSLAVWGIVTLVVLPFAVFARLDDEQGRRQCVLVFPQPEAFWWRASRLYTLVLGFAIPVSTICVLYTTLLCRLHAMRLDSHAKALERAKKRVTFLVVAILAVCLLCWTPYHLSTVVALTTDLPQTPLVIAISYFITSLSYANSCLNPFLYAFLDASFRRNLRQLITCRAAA
M18AAP inhibitor: PfM18AAP enzyme inhibition | recombinant PfM18AAP, H-Glu-NHMec fluorogenic cleavage | inhibition, % at 7.35 µM | actives 1.2% (n = 290,000) | AID 1822;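 active = inhibition above the campaign mean inhibition over all tested compounds plus 3 SD, cut at about 28% in these data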;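 note: 0% = plate median of test compound wells and 100% = 2 mM ZnCl2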
IDE cell activ: IDE (human) activation, cell-based; P14735; HEK cells, FAbeta-B cleavage, fluorescence polarization; 0% vehicle, 100% cell-free pure enzyme wells; activation, % at 5.96 µM; actives 0.073% (n = 340,000); AID 493087;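 active = activation above the mean of all tested compounds plus 3 SD, set per screening campaign, cut at about 17% in these data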
PHOSPHO1 block: inhibitors of human PHOSPHO1 phosphatase. inhibition, % at 13.3 µM. AID 1565. recombinant PHOSPHO1, absorbance phosphatase assay. actives 1.1% (n = 290,000); in the data active = inhibition above about 60%
Target sequence (Q8TCT1 whole entry, looked up): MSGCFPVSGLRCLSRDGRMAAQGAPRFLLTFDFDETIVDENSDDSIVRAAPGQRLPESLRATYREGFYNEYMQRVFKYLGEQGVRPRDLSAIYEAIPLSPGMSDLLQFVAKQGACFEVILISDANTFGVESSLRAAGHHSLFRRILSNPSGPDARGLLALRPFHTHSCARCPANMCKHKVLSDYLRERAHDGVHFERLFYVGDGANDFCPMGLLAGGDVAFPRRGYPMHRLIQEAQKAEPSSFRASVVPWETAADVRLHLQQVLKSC
p-CIP stab down: compounds decreasing mouse p/CIP protein stability; actives 0.01% (n = 290,000); AID 1984; Q05BA5; decrease of EGFP signal, % at 10 µM; F442A p/CIP-EGFP cells, EGFP fluorescence, 16 h;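 active = EGFP signal decrease of at least 30% at 10 µM or well 3 SD below plate mean, unless failing retest; inactive = the rest, including hits failing retest or dose response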; note: some compounds called inactive have numbers as strong as hits; many of its hits are not listed in these tables
IMP-1 inh: blocks Pseudomonas aeruginosa IMP-1 metallo-beta-lactamase. purified IMP-1, nitrocefin hydrolysis, epi-absorbance fluorescence. inhibition, % at 5.6 µM. actives 0.45% (n = 290,000). AID 1556;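 active = inhibition above the mean plus 3 SD of all compounds in the same screening run, cut at about 4.5% in these data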;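 note: 0% = IMP-1 with DMSO and 100% = DMSO wells lacking enzyme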
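Assay system: purified recombinant IMP-1 beta-lactamase. Input: IMP-1 0.2 nM before substrate addition. Buffer or medium: Zinc- and detergent-supplemented HEPES buffer, pH 7.1. Schedule: 25 °C, 15 min preincubation, 25 min reaction. Signal: Epi-absorbance fluorescence, 480 nm excitation, 530 nm emission. Evaluation: percent inhibition from optical density relative to buffer-blank wells.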
NALP1 inh: NALP1 inhibition | inhibition, % at 10 µM | S. cerevisiae NALP1/ASC/caspase-1 growth, X-gal OD620, 72 h | actives 0.61% (n = 280,000); in the data active = inhibition mostly above about 24%, no sharp cut-off; inactive = mostly below about 32%; note: some compounds called inactive have numbers as strong as hits
IDE inh: inhibits human insulin-degrading enzyme in HEK cells. P14735. FAbetaB cleavage, fluorescence polarization. inhibition, % at 5.59 µM. actives 0.41% (n = 320,000). AID 434962;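 active = percent inhibition above the average of all tested compounds plus 3 SD, set per screening campaign, cut at about 16% in these data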;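 note: IDE supplied by intact live HEK cells; FP after avidin binding of uncleaved biotin substrate so inhibition keeps polarization high; 0% = DMSO wells and 100% = 60 µM reference IDE inhibitor Ii1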
VIM-2 inh: blocks Pseudomonas aeruginosa VIM-2 metallo-beta-lactamase; purified VIM-2, nitrocefin hydrolysis, epi-absorbance fluorescence; inhibition, % at 5.6 µM; actives 0.89% (n = 290,000); AID 1527;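 active = inhibition above the mean of all tested compounds plus 3 SD, cutoff set per screening run, cut at about 7.5% in these data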;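 note: red hydrolysis product quenches plate fluorescence so inhibitors raise well fluorescence; 0% = enzyme with DMSO and 100% = DMSO without enzyme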
An asterisk follows results filed as active; x = not tested or not shown.

Each structure is followed by: GPR7 antagonist	M18AAP inhibitor	IDE cell activ	PHOSPHO1 block	p-CIP stab down	IMP-1 inh	NALP1 inh	IDE inh	VIM-2 inh
- COc1ccc(OCCC(=O)Nc2nccs2)cc1
    -2	4	5	12	4	-3.2	11	8	-2.8
- O=C(OCC(=O)N1CCCC1)c1c(Cl)cccc1Cl
    -1	2	-1	39	-9	-0.9	11	-1	0.2
- CCc1ccc(NS(=O)(=O)c2ccc(OC)c3ncccc23)cc1
    -9	-9	3	28	-11	-1.6	24	0	1.1
- C=CCNC(=O)c1c(O)c2cccc3c2n(c1=O)CCC3
    -23	4	-2	14	6	-4.5	3	1	4.6
- CCc1c(C)[nH]c2nc3ccccc3n2c1=O
    -12	1	3	18	13	-0.6	0	-3	0.7
- COc1ccc(Br)cc1C(=O)Nc1nnn(C)n1
    1	-3	-1	-6	-6	-1.4	-5	0	2.3
- S=C(Nc1ccccc1)N1CCN(C(=S)c2ccccc2)CC1
    -11	1	x	6	-15	-1.5	12	-4	-2.3
- CC1Cc2ccccc2N1C(=O)C1CCN(S(=O)(=O)Cc2ccccc2)CC1 (stereo not drawn)
    -6	8	-2	2	-1	-2.4	5	2	-5.8
- CC(=O)OC1OCCOC1NC(=S)Nc1ccc(C)cc1 (stereo not drawn)
    0	0	2	-9	-12	-0.8	13	3	-1.5
- CCc1nc(SCC(=O)NCCc2ccccc2)n[nH]1
    -17	1	5	42	8	-3.2	7	3	-1.9
- CCOC(=O)CSc1nc2sc(C(=O)O)c(C)c2c(=O)[nH]1
    -10	6	1	40	2	-2.8	x	-3	-0.3
- Cc1ccc(NC(=S)N2CCCCC2)cc1C
    -6	-8	1	36	-1	0.0	x	-4	-0.2
- Cc1c(NC(=O)c2cc(=O)[nH]c3ccccc23)c(=O)n(-c2ccccc2)n1C
    1	2	5	-9	-1	-0.9	30	-2	0.6
- COC(=O)c1ccc(C(=O)NC2CC(C)(C)Cc3c2cnn3-c2ccc(F)cc2)nc1 (stereo not drawn)
    18	-16	-1	4	-15	-3.7	14	-2	-1.0
- O=C(O)CC(CP(=O)(c1ccccc1)c1ccccc1)C(=O)O (stereo not drawn)
    -14	-1	1	-26	9	-1.1	18	0	-0.5
- O=C(CCC(=O)Nc1ccccc1Cl)N/N=C/c1c[nH]c2ccccc12
    0	-2	-3	-7	-13	-3.1	27	3	-5.9
- CCn1ncc2c1C(=O)NC1c3ccccc3C(=O)N21 (stereo not drawn)
    -9	-6	-3	4	-7	-1.6	-6	10	2.2
- O=C(c1cccc(Cl)c1)N1CCN(CCCc2ccccc2)CC1
    12	-4	2	-3	-1	-2.6	15	10	-2.0
- CC(=O)N(C(C)=O)n1c(C)nc2sc3c(c2c1=O)CCCC3
    -8	-7	5	37	-8	-3.5	1	0	-3.7
- COc1ccc(N)c2c1C(=O)c1ccccc1C2=O
    3	3	5	3	-1	-3.1	23	2	7.2

A second format for part of the listing above.
SMILES | GPR7 antagonist | M18AAP inhibitor | IDE cell activ | PHOSPHO1 block | p-CIP stab down | IMP-1 inh | NALP1 inh | IDE inh | VIM-2 inh
Cc1ccc(NC(=S)N2CCCCC2)cc1C | -6 | -8 | 1 | 36 | -1 | 0.0 | x | -4 | -0.2
O=C(c1cccc(Cl)c1)N1CCN(CCCc2ccccc2)CC1 | 12 | -4 | 2 | -3 | -1 | -2.6 | 15 | 10 | -2.0
COC(=O)c1ccc(C(=O)NC2CC(C)(C)Cc3c2cnn3-c2ccc(F)cc2)nc1 (stereo not drawn) | 18 | -16 | -1 | 4 | -15 | -3.7 | 14 | -2 | -1.0

Other results follow:
Each structure is followed by: GPR7 antagonist	M18AAP inhibitor	IDE cell activ	PHOSPHO1 block	p-CIP stab down	IMP-1 inh	NALP1 inh	IDE inh	VIM-2 inh
- CC1=C(C(=O)OCC2CCCO2)C(c2coc3ccc(Cl)cc3c2=O)C2=C(CCCC2=O)N1 (stereo not drawn)
    -19	7	-1	-20	4	-2.3	4	9	-3.1
- CC(C)(C)SCCNC(=O)c1cccc([N+](=O)[O-])c1
    -7	4	3	-4	-4	-2.9	26	-4	0.9
- O=C(CSc1nnc(NC2CCCCC2)s1)NN1C(=O)NC2(CCCCC2)C1=O
    -4	4	3	-24	-1	-3.0	22	-2	-3.4
- c1ccc(Cn2nnc3c(NCC4CCCO4)ncnc32)cc1 (stereo not drawn)
    -1	-9	6	30	1	-3.0	9	3	-0.7
- COCCCNc1oc(-c2cccs2)nc1S(=O)(=O)c1ccc(C)cc1
    -9	1	0	30	-3	-0.9	-17	9	-2.5
- COc1ccc(NC(=O)c2sccc2C)cn1
    -9	-3	2	-20	-8	-0.7	3	-1	-2.3
- CC(=O)c1cn(CC(=O)Nc2ccccc2F)c2ccccc12
    -3	-6	2	20	-11	1.1	-7	-5	0.4
- COc1ccc(C2=C(c3ccc([N+](=O)[O-])cc3)C(=O)OC2)cc1
    3	-2	0	5	7	3.2	22	5	-1.4
- Cc1ccc(Cl)cc1NC(=S)N(CCCN1CCN(C)CC1)Cc1cccs1
    -3	6	12	32	-10	-1.7	8	-4	-1.2
- CCc1ccccc1N(CC(=O)N1CCN(c2ccccc2)CC1)S(C)(=O)=O
    -9	5	1	5	-15	-0.1	1	2	-1.3
- O=CNCC(=O)NCCc1ccc(Cl)cc1
    -6	-8	3	16	-8	-3.7	-1	2	-5.9
- Nn1c(SCc2cccc(C(F)(F)F)c2)nnc1-c1ccco1
    8	-2	2	3	-23	-1.9	-7	8	1.0
- COc1ccc(CCn2nnnc2C(C(C)C)N2CCC(C(N)=O)CC2)cc1OC (stereo not drawn)
    -2	5	4	22	0	-3.8	23	3	-1.7
- O=C1CC(c2c(F)cccc2Cl)C(n2cncn2)C(O)=C1C1NCCc2ccccc21 (stereo not drawn)
    -8	3	-2	32	-8	-0.8	1	-3	0.7
- O=C(CSc1nccn1Cc1ccccc1)Nc1nccs1
    -12	0	5	-48	-10	-3.9	10	-8	-4.8
- CCCc1nc(SCC(=O)N2CCC(C)CC2)c2c(=O)n(C)c(=O)n(C)c2n1
    -7	0	-2	33	2	-2.5	x	0	-1.3
- COc1ccc(Cl)cc1N(CC(=O)N1CCCC1)S(=O)(=O)c1ccc(C)cc1
    -1	-2	-2	40	-5	-1.1	12	-3	-1.8
- Cn1c(-c2ccccc2)cnc1SCC(=O)N1CCCCC1
    -12	-8	2	-1	-5	-0.7	-77	6	-0.7
- CN(C)CC#CCCCCCCC#CCN(C)C
    -3	2	x	-8	6	-3.2	18	2	-0.3
- Cc1[nH]c2ccccc2c1/C=C(\C#N)S(=O)(=O)c1ccccc1
    -4	1	10	-7	-7	-1.7	-12	5	-1.9

Entries of single compounds, looked up by structure.
`CN(C)CC#CCCCCCCC#CCN(C)C` in the list: GPR7 antagonist: -3; M18AAP inhibitor: 2; IDE cell activ: x; PHOSPHO1 block: -8; p-CIP stab down: 6; IMP-1 inh: -3.2; NALP1 inh: 18; IDE inh: 2; VIM-2 inh: -0.3
`COc1ccc(C2=C(c3ccc([N+](=O)[O-])cc3)C(=O)OC2)cc1` in the list: GPR7 antagonist: 3; M18AAP inhibitor: -2; IDE cell activ: 0; PHOSPHO1 block: 5; p-CIP stab down: 7; IMP-1 inh: 3.2; NALP1 inh: 22; IDE inh: 5; VIM-2 inh: -1.4

Two entries drawn at random from the list so far:
Each structure is followed by: GPR7 antagonist	M18AAP inhibitor	IDE cell activ	PHOSPHO1 block	p-CIP stab down	IMP-1 inh	NALP1 inh	IDE inh	VIM-2 inh
- COc1ccc(CCn2nnnc2C(C(C)C)N2CCC(C(N)=O)CC2)cc1OC (stereo not drawn)
    -2	5	4	22	0	-3.8	23	3	-1.7
- c1ccc(Cn2nnc3c(NCC4CCCO4)ncnc32)cc1 (stereo not drawn)
    -1	-9	6	30	1	-3.0	9	3	-0.7

Going on with the list:
Each structure is followed by: GPR7 antagonist	M18AAP inhibitor	IDE cell activ	PHOSPHO1 block	p-CIP stab down	IMP-1 inh	NALP1 inh	IDE inh	VIM-2 inh
- CCOC(=O)/C(C#N)=C1/C=C(C)c2ccccc2N1
    11	-3	9	-6	10	-3.8	-14	3	-0.7
- Cc1ccc(/C=N/Nc2ccc(F)cc2F)s1
    -17	22	-4	27	3	-1.2	0	-5	1.1
- CC(=O)Nc1cc(-c2ccc(Cl)cc2)nn1-c1ccccc1
    2	-6	-1	-4	3	0.3	39	7	-1.6
- O=C(COc1ccc(S(=O)(=O)N2CCCCC2)cc1)N1CCOCC1
    -9	-9	2	-21	7	-0.6	8	-2	-0.5
- CN(CCOc1ccc(F)cc1)Cc1ccccc1
    -6	2	3	14	8	-1.1	18	0	-1.6
- CCOc1ccccc1-n1c(CN2CCN(C(=O)c3ccco3)CC2)nc2ccccc2c1=O
    -5	-5	-11	-32	-14	-2.0	-6	6	1.1
- CCc1cc(=O)oc2c(C)c(O[C@@H]3O[C@H](CO)[C@@H](O)[C@H](O)[C@H]3O)ccc12
    -9	-15	5	37	-5	-1.1	20	1	1.1
- CN(C)S(=O)(=O)c1ccc(C(=O)NCCN2C(=O)S/C(=C\c3cccnc3)C2=O)cc1
    -14	8	-6	30	-14	-1.2	6	2	0.0
- C=CCn1c(SCC(=O)Nc2ccc(OC)cc2)nc2c([nH]c3ccccc32)c1=O
    -12	-1	0	19	0	0.1	13	-1	-1.0
- Cc1cccc(N2CCN(C(=O)CCNS(=O)(=O)c3cccs3)CC2C)c1 (stereo not drawn)
    -4	1	0	2	1	-1.6	-6	7	-3.2
- Cc1ccc2cc(C)c(Sc3nnnn3-c3ccccc3)nc2c1
    -4	-7	-5	1	2	-4.0	30	-6	-1.4
- CC1=NN(/C(=N\c2nnc(C)s2)Nc2ccc(C)cc2)[C@H](c2ccc(C)cc2)S1
    0	9	-1	-6	0	-3.0	5	2	-1.9
- Cc1ccc(NC(=O)Nc2cnc3ccccc3c2)cc1
    -1	7	1	42	5	-2.2	31	-8	-2.3
- COC(=O)C1(S(=O)(=O)c2cc(Br)cc3c2N(C(C)=O)CC3)CC1
    3	-6	1	40	-3	-0.2	8	3	2.2
- COc1ccc(C(=O)Cc2ccc3c(c2)OCO3)c(O)c1
    -6	-3	-1	6	-14	-2.6	31	2	-1.8
- COc1cccc(-n2ccnc2SCC(=O)Nc2ccccc2F)c1
    21*	-4	0	-4	11	-2.1	16	-1	-2.4
- COCCn1nnnc1C(C(C)C)N1CCSCC1 (stereo not drawn)
    6	-16	-1	22	-10	-2.7	-2	-6	-2.3
- Cc1cc(OC(C)C(=O)Nc2ccncc2)ccc1Cl (stereo not drawn)
    -11	0	4	-1	-6	-0.5	16	3	0.4
- CCC(c1nnc(SCC(=O)Nc2cccnc2Cl)n1-c1ccccc1)N(C)C (stereo not drawn)
    -4	11	2	16	2	-2.3	13	2	-2.7
- COc1ccc(N/C=C2\CCc3ccccc3C2=O)cc1
    19	37*	-5	10	-14	-2.5	4	9	1.8
- O=C(CSc1nnnn1C1CCCC1)c1ccc2c(c1)OCCO2
    -8	9	-1	44	-3	-3.6	15	0	-4.4
- Cc1cccc(NS(=O)(=O)c2cc(C(=O)N3CCN(C)CC3)ccc2C)c1
    -3	6	8	-12	8	-0.9	3	5	-2.2
- Cc1ccc(S(=O)(=O)NCCC(=O)NCc2cccnc2)cc1
    -9	-6	-2	41	-40	-1.6	11	0	-1.4
